Screening data: PubChem BioAssay, National Center for Advancing Translational Sciences (NCATS)
Pf Dd2 inh: Plasmodium falciparum Dd2 growth inhibition. Potency, µM (highest dose often 28.9 µM), for inactives: at the top dose activity, negative = inhibition, usual class: inhibitors. AID 1347417. P. falciparum Dd2 growth, SYBR Green, 72 h. actives 4.3% (n = 120,000); active means well fitted inhibition curve with a large enough effect; inconclusive means small, poorly fitted or top-dose-only effect; inactive means no such curve, though single readings can be large or run the other way;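 further: plate controls were DMSO vehicle for no effect and reference drug for full effect; nearly all actives have a fitted effect of over 65% in size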
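Infected erythrocytes (Dd2, 0.3% parasitemia, 2.5% hematocrit final) are added to compound in RPMI-1640/Albumax II medium, grown 72 h at 37C in low oxygen, then lysed with saponin/Triton-X containing SYBR Green and read by fluorescence.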
An asterisk follows results filed as active; i = inactive; ? = inconclusive; [ ] = dose if it differs, or a comment. Potency means the concentration at half of the fitted maximal effect. This is a subset (hit frequency here may not be typical).

structure,Pf Dd2 inh
O=C1CC(c2ccccc2)N(S(=O)(=O)c2ccc3c(c2)CCC3)CCCCCN1 (stereo not drawn),?
COc1ccc(-c2cc(CC3(NC4CCCCC4)COC3)no2)cc1,i
O=C(Cn1c(=O)oc2ccccc21)N1CCc2nn(CC3CC3)c(=O)n2CC1,47%[activator]
Cc1nc2nc(SCC(=O)NC3CCC(C)CC3)nn2c(C)c1Cc1ccccc1Cl (stereo not drawn),-2%
COc1cccc(CNC(=O)CCn2cccn2)c1,11%
O=C(CC1N=C2c3ccccc3N=C(SCc3cccc(Cl)c3)N2C1=O)NC1CCCCC1 (stereo not drawn),18%
O=C(CSc1nc2c([nH]c3ccccc32)c(=O)n1-c1ccc(F)cc1)Nc1ccc2c(c1)OCO2,11µM*
Cc1ccc(N(C)C2CN(C(=O)OC(C)(C)C)C2)cc1,?
O=C(C[C@@H]1CCNC[C@@H]1Cc1cc(-c2ccccc2)on1)NCc1ccc(F)cc1,?
CCc1ccc(NC(=O)CCn2nc(-c3ccccc3OC)c3c(C)cc(C)nc32)cc1,18%
Cc1ccc2nc(-c3cccs3)c(Nc3ccc4c(c3)OCCO4)n2c1,16%
CC(C)Oc1ccc(CNC(=O)C2CCCN(S(=O)(=O)c3ccc4c(ccn4C)c3)C2)cc1 (stereo not drawn),?
C=Cc1ccc(COc2ccc3oc(-c4ccccc4)c(C(=O)OCC)c3c2)cc1,?
COC(=O)c1cc2sc(Cl)cc2n1Cc1c(C)cc(C)cc1C,4%
CCc1noc(-c2cn(C3CCN(C(=O)c4ccsc4)CC3)nn2)n1,i
CCSc1ccccc1C(=O)N1CCN(c2nc3ccccc3s2)CC1,-18%
Cc1ccccc1OCC(=O)OCc1cc(=O)n2nc(C3CCCCC3)sc2n1,62%[activator]
CN1CCC(OC2CCN(C(=O)c3ccc(Cl)cc3)CC2)CC1,i
O=C(Nc1cnc(-c2ccccc2)nc1)c1ccccc1C(F)(F)F,-6%
CCN(CC)Cc1cnc2c(C(=O)N3[C@H]4CCNC[C@@H]3CC4)cnn2c1,1%
Cc1noc(-c2cn(C3CCN(C(=O)c4ccc(Cl)s4)C3)nn2)n1 (stereo not drawn),-6%
CN(CC1CCOCC1)S(=O)(=O)c1ccc(F)cc1,i
O=C(Nc1ccc2c(c1)OCCO2)N1CCCC(Cn2c(C3CC3)nc3cccnc32)C1 (stereo not drawn),i
COc1ccc(NC(=O)CCc2cc3ccccc3[nH]c2=O)cc1OC,?
CC(=O)N1CCC2(CC1)CC(=O)N(c1ccccc1)c1ccccc1O2,-8%
CCn1ncc(CN2CCCC(c3nc(-c4cccnc4)no3)CCNC(=O)CC2)c1C (stereo not drawn),i
COc1ccc(C2=NOC3(CCCN(CC4CCCCC4)C3)C2)cc1 (stereo not drawn),?
CCS(=O)(=O)Nc1ccc(C2(C(=O)NCc3cc(F)cc(F)c3)CCCCC2)cc1,?
COCCNC(=O)CSc1nc2cc3c(cc2c(=O)n1CCCC(=O)NCc1ccc(OC)cc1)OCO3,i
CC(=O)Nc1c(C)nn(-c2ccccc2)c1N1CCC(C(=O)Nc2ccccc2F)CC1,?
Cc1noc2c(NC3CCN(C)CC3)cc(-c3cccc(C(F)(F)F)c3)nc12,?
COCCN1CCc2nc(SCC(=O)Nc3ccc(C)c(Cl)c3)[nH]c(=O)c2C1,115%[activator]
O=C(c1ccc(OC2CCN(C(=O)c3ccoc3)CC2)nc1)N1CCOCC1,25%
COc1ccc(C2CC(=O)c3cc(-c4nc(-c5cccc(Cl)c5)cs4)c(=O)[nH]c3C2)cc1 (stereo not drawn),-12%
COc1cccc(CNC(=O)CN2C(=O)N(c3cc(C)ccc3C)S(=O)(=O)c3ccccc32)c1OC,?
CCOC(=O)c1c(NC(=O)c2ccccc2OCC)sc2c1CCC(CC)C2 (stereo not drawn),89%[activator]
CCOc1cccc2c1Oc1nc(-c3ccccc3)nc(SCC(=O)Nc3ccc(F)cc3)c1C2,7.9µM*
CCc1ccccc1NC(=O)C1c2ccccc2C(=O)N(CCOC)C12CCCCC2 (stereo not drawn),?
COc1ccc(NC(=O)Cc2csc(C)n2)cc1,0%
O[C@@H]1C[C@@H](c2nc(Cc3ccccc3)no2)N(Cc2cc3ccccc3o2)C1,14µM*
Cn1c(NCCCCO)nc2c1c(=O)n(Cc1ccc(Cl)cc1)c(=O)n2C,37%[activator]
O=C1OCC2=C1C(c1ccc(Cl)cc1)NC(=O)N2CC(=O)N1CCC(Cc2ccccc2)CC1 (stereo not drawn),i
Cc1ccsc1CN(C(=O)COc1ccccc1Cl)C1CCS(=O)(=O)C1 (stereo not drawn),-18%
C[C@@H]1CN(C2(C(=O)NCc3ccncc3)Cc3ccccc3C2)C[C@H](C)O1,2%
CN(C)CC(=O)N1Cc2ccccc2CC2(CCCN(CC3CCNCC3)C2)C1 (stereo not drawn),20%
COc1ccc(NC(=O)[C@@H]2C[C@@H](c3cccc(C(F)(F)F)c3)N(C)C2)c(C)c1,i
COCCO[C@H]1C(=O)N(C2CCN(C(=O)c3ccoc3)CC2)[C@H]1c1ccncc1,-14%
Cc1ccc(C(=O)N2CCCCCCNC(=O)[C@@H]3C[C@@H](C(=O)N4CCc5ccccc5C4)C[C@@H]32)s1,7.9µM*
COc1cc2c(cc1OC)C(CNC(=O)C1CC1)N(C(=O)NC(C)C)CC2 (stereo not drawn),-18%
Cc1oc(C)c2c(=O)cc(-c3ccc4c(c3)OCO4)cc(OC(=O)c3ccc(Cl)cc3)c12,-16%
COCCN1C(=O)c2ccccc2C(C(=O)N2CCOCC2)C12CCCCC2 (stereo not drawn),-8%
Cc1cccc(-c2cc(C3CCN(S(=O)(=O)c4cccc(C#N)c4)CC3)[nH]n2)c1,?
O=C(O)[C@@H]1CN(C(=O)c2ccn[nH]2)C[C@H]1c1ccc2c(c1)OCO2,-1%
Cc1ccc(C)c(N2CCN(C(=O)CSCc3ccccc3Cl)CC2)c1,35%[activator]
CCCCS(=O)(=O)c1oc(-c2ccc(F)cc2)nc1S(=O)(=O)c1ccc(C)cc1,-3%
Cc1ccccc1C(=O)n1nc(-c2cccnc2)nc1NCc1ccc(F)cc1,24%

In a second layout: entries from further up
SMILES: Cc1cccc(-c2cc(C3CCN(S(=O)(=O)c4cccc(C#N)c4)CC3)[nH]n2)c1
  Pf Dd2 inh: ?

SMILES: O=C(O)[C@@H]1CN(C(=O)c2ccn[nH]2)C[C@H]1c1ccc2c(c1)OCO2
  Pf Dd2 inh: -1%

SMILES: Cc1ccc(C)c(N2CCN(C(=O)CSCc3ccccc3Cl)CC2)c1
  Pf Dd2 inh: 35%[activator]

SMILES: CCCCS(=O)(=O)c1oc(-c2ccc(F)cc2)nc1S(=O)(=O)c1ccc(C)cc1
  Pf Dd2 inh: -3%

Next results:
structure,Pf Dd2 inh
COc1cc(C)c2c(c1C)C[C@H](C(C)C(=O)NC(C)(C)C)CC2 (stereo partly drawn),?
CC(=O)N[C@H]1CCN(CCC(=O)Nc2ccc(F)c(Cl)c2)C1,-5%
COC(=O)[C@@H]1Cc2ncn(C(C)C)c2CN1S(=O)(=O)c1ccccc1,-8%[44.1 µM]
COCCOC(=O)C1=C(C)N=C2SC=C(CC(=O)NC3CC3)N2C1c1ccccc1C (stereo not drawn),?
COc1cccc(CN2CCCn3nc(C)c(-c4ccccc4[S+](C)(=O)[O-])c32)c1,-4%[44.1 µM]
COc1cccc(C(=O)N2CCC3(CC2)N=C(c2ccc(Br)cc2)NO3)c1,7.9µM*
CCc1ccccc1NC(=O)CN1C(=O)COc2ccc(S(=O)(=O)N3CCCCCC3)cc21,7%
O=C(Nc1ccc2ncnc(N3CCCCC3)c2c1)c1ccc2c(c1)OCO2,i

A run of entries of the results above:
structure,Pf Dd2 inh
COc1cc(C)c2c(c1C)C[C@H](C(C)C(=O)NC(C)(C)C)CC2 (stereo partly drawn),?
CC(=O)N[C@H]1CCN(CCC(=O)Nc2ccc(F)c(Cl)c2)C1,-5%
COC(=O)[C@@H]1Cc2ncn(C(C)C)c2CN1S(=O)(=O)c1ccccc1,-8%[44.1 µM]
COCCOC(=O)C1=C(C)N=C2SC=C(CC(=O)NC3CC3)N2C1c1ccccc1C (stereo not drawn),?

Continued:
Molecule,Pf Dd2 inh
COCCC1(C(=O)O)CCCN(CC(=O)NCCc2ccccc2)C1 (stereo not drawn),1%
CCOCCn1nc(C)cc1C(=O)N[C@H]1[C@H]2CCO[C@H]2[C@@H]1N(C)C,-14%
O=C1N[C@@H]2CCN(S(=O)(=O)Cc3ccccc3)[C@@H]2C(=O)N1c1ccc(F)cc1,?
CC(C)c1nnc(NC(=O)C[C@H]2NC(=O)c3ccccc3NC2=O)s1,-23%
O=C(NC1CCCC1)N1CCCC(Cn2cnc3cccnc32)C1 (stereo not drawn),i
CCOc1ccccc1CNC(=O)CCCN1C(=O)COc2ccc(C)cc21,19%
COC[C@@H]1CN(Cc2c(C)n[nH]c2C)C[C@H]1c1nc(C)no1,18%
Cc1ccc(C(=O)N2CCCN(c3cc(-c4ccc(Cl)cc4)[nH]n3)CC2)cn1,6.3µM*
O=C(C1CCCC1)N1CCc2onc(-c3ccc(C(F)(F)F)cc3)c2C1,-8%
CCC(C)NC(=O)N1CC(Oc2ccc(-c3nc(-c4ccccc4)no3)cc2)C1 (stereo not drawn),i[5.79 µM]
Cc1cnc(CN2CCC3(CC2)CCN(C(=O)Cc2cccnc2)CC3CO)[nH]1 (stereo not drawn),-4%
O=C(Nc1cnc(-c2cccc(Cl)c2)nc1)c1nccc2ccccc12,?
Cc1cnc(C(=O)N[C@@H]2CCC[C@@H]2C(=O)N2CCN(c3cccc(Cl)c3)CC2)cn1,i
Cc1ccccc1C(=O)NC1CCCN(c2nc3ncccc3o2)C1 (stereo not drawn),i
Cc1cc(C)cc(-n2c(SCC(N)=O)nc3c(oc4ccccc43)c2=O)c1,11%
COc1ccc(N2CCN(C(c3ccc(F)cc3)c3sc4nc(-c5ccco5)nn4c3O)CC2)cc1 (stereo not drawn),22%
Cc1cccc(-n2ncc(C(=O)N3CCOCC3)c2C2CCN(C(=O)OC(C)(C)C)CC2)c1,21%
O=C1CN(C(=O)CCC(=O)N2CCC(Cc3nncn3-c3ccccc3)CC2)c2ccccc2N1,?
Cc1cc(F)ccc1Nc1nc2ccc(Cl)cc2n2cnnc12,9%
O=C1CCCN1CCCN1C(=O)[C@H]2CN(Cc3cccs3)C[C@H]2C1=O,35%
Cc1noc(-c2ccc(-c3noc(-c4ccccc4)n3)cc2)n1,1%
CCOC(=O)CNC(=O)N1CCC(N2C(=O)C(OCC3CC3)C23CCCCC3)CC1 (stereo not drawn),?
COc1ccccc1-c1nn2c(=O)cc(CN3CCN(C(=O)COc4ccccc4Cl)CC3)nc2s1,?
O=C(C1CC(=O)N(c2n[nH]c3ccccc23)C1)N1CCSCC1 (stereo not drawn),-9%
COc1ccc(C(=O)N[C@@H]2CCOC[C@H]2Oc2ccccn2)c(F)c1F,10%
COc1ccc(-c2nc3cc(C)ccc3cc2CN2CCC(NC(C)=O)C2)cc1 (stereo not drawn),?
Cn1nc(C2CCN(c3cncc(C(N)=O)n3)CC2)n(-c2ccccc2)c1=O,i
C[C@]1(CO)[C@H]2Cc3sc(NC(=O)c4c(F)cccc4F)nc3[C@@H](CC(=O)NCCN3CCOCC3)[C@]2(C)CC[C@H]1O,i
O=C(N[C@H]1CO[C@H]2[C@@H]1OC[C@@H]2n1nnnc1Oc1ccc(-n2ccnc2)cc1)N1CCOCC1,-4%
CCOCCOC1CCN(C(=O)Cc2cccc(F)c2)CC1,20%
CCN(c1cccc(C)c1)c1ncnc2c1cnn2-c1cccc(Cl)c1,i
COCCN1C(=O)c2ccccc2C(C(=O)Nc2ccc(OC)cc2)C12CCCC2 (stereo not drawn),?
O=C(Nc1ccc2ncnc(N3CCCC3)c2c1)c1cccc(Br)c1,-20%
CCCCC(=O)N1C[C@@H](CO)[C@H](c2nc(C)no2)C1,15%
O=C(NCc1ccc(N2CCOCC2)cc1)c1cccc2c1CCN2C(=O)C1CC1,?
COc1ccc(NC(=O)Cn2c(=O)oc3cc(S(=O)(=O)N4CCCCC4C)ccc32)cc1 (stereo not drawn),i
CCOC(=O)C1=C(C)N=C2SC=C(CC(=O)Nc3ccc(OC)cc3)N2C1c1cccc(OC)c1 (stereo not drawn),-11%
O[C@@H]1CO[C@H]2[C@@H]1OC[C@@H]2n1cc(-c2ccccn2)nn1,-9%[44.1 µM]
c1coc(-c2ccnc3nc(-c4cccs4)nn23)c1,i
CCCOc1ccc(C(=O)Nc2ccc3oc(-c4ccc5ccccc5c4)nc3c2)cc1,102%[activator]
NC(=O)CN1C(=O)[C@@H]2CN(C(=O)c3ccc4c(c3)OCO4)CCN2C1=O,-4%[44.1 µM]
CCn1c(=O)c2cc(C(=O)NCCc3ccc(OC)c(OC)c3)sc2c2ccccc21,-18%
COc1ccc(C2Cn3cnc(-c4nc(-c5ccc6c(c5)OCO6)no4)c3CO2)cc1 (stereo not drawn),5%
CN1CC(=O)N(C2CCC2)Cc2c1ncnc2N1CCC(c2ccccc2)CC1,?
CNC(=O)c1cc[nH]c1C1CCCN(C(=O)CCc2c[nH]c3ccccc23)C1 (stereo not drawn),-3%
C=CCNC(=O)C1CC(=O)N(c2n[nH]c3cccc(F)c23)C1 (stereo not drawn),-7%
